Pf gametocyte: late stage P. falciparum gametocyte viability inhibitors, primary screen, ATP luminescence, HTS; inhibition, % at 10.9 µM; P. falciparum stage V gametocytes, 24 h; AID 743093, 2013; 150,000 tested, 0.065% active;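 active = inhibition above the mean plus 3 SD of compounds within the control limits, set per campaign, cut at about 38% in these data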;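 also: 0% = DMSO wells and 100% = medium only without gametocytes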
* hit, by the source's call. Some of the compounds tested; rates above refer to the full screens.

SMILES	Pf gametocyte
Cn1c(=O)c2sccc2n(Cc2ccccc2)c1=O	-34
COc1ccccc1OCCn1c(C)c(C=O)c2ccccc21	3
Cc1ccc(/C=C(\NC(=O)c2ccccc2)C(=O)N2CCCCC2)cc1	-2
COc1ccc2[nH]c3c(c2c1)CC(C)NC3=O (stereo unspecified)	-6
CCOC(=O)Cn1c(=O)c2c(nc3n2CCCCN3c2ccc(OCC)cc2)n(C)c1=O	-26
COc1cc(C(=O)NCc2cc3ccccc3n2C)cc(OC)c1OC	-8
O=S1(=O)CCOC[C@H](CC2CCCCC2)N1Cc1cccc(C(F)(F)F)c1	24
CC(=O)COc1ccc2cc(-c3ccccc3)c(=O)oc2c1	-14
C/C(=N\NC(=O)CN1CCCCC1)c1cccc([N+](=O)[O-])c1	-6
COc1ccc(C(=O)NCCc2c[nH]c3ccccc23)cc1OC	-16
CCCn1c(C(C)Nc2nc(-c3ccc(C)cc3)cs2)nc2cc(Cl)c(Cl)cc21 (stereo unspecified)	9
COc1cccc(C(=O)NC2CCCc3ccccc32)c1 (stereo unspecified)	6
COc1ccc2nc(C)cc(N/N=C/c3cccc(OC)c3O)c2c1	5
Cc1c(C(C)(C)O)[nH]c2cc(C(F)(F)F)ccc12	20
CCOc1ccccc1NC(=O)CN(c1ccc(Cl)cc1)S(C)(=O)=O	-7
Cc1cc(C)c(NC(=O)C2CCCO2)c(C)c1 (stereo unspecified)	5
O=C(Cn1ccc(NC(=O)OCc2ccccc2)nc1=O)NCc1ccc2c(c1)OCO2	-5
COc1cccc2c3c(c(=O)[nH]c12)CC(C)(C)O3	-18
Cn1c(Nc2ccc(F)cc2)nc2ccccc21	-40
Nc1cc(=O)[nH]c(=O)n1CCc1ccccc1	-18
COc1cccc(-c2sc3ccc(OC)cc3c2-c2ccc(OCCN(C)C)cc2)c1	15
Cc1ccc(S(=O)(=O)N2CC[C@@H]2C(=O)O)cc1	2
O=C(COC(=O)c1ccccc1C(=O)OCC(=O)NCCc1c[nH]c2ccccc12)NCCc1c[nH]c2ccccc12	-4
O=C(Cc1ccccn1)c1ccc(Cl)cc1	-27
CCOC(=O)c1c(NC(=O)COC(=O)c2ccc(O)cc2)sc(C(=O)NC)c1C	3
COc1ccccc1NC(=O)C1CCOC1=O (stereo unspecified)	-20
CC1CN(CC(=O)Nc2nc(-c3ccc(Cl)cc3)cs2)CC(C)O1 (stereo unspecified)	-11
COc1ccccc1C(=O)N(C)c1nnc(-c2ccccc2)s1	-8
O=C(Oc1ccc(Cl)c2cccnc12)c1cccnc1	13
CC1(C)CC(=O)C=C(Nc2ccccc2N)C1	2
COc1ccc(C(C)NC(=O)C23CC4CC(CC(C4)C2)C3)cc1OC (stereo unspecified)	-2
CC(=O)C[C@H]1c2cc(C(F)(F)F)ccc2S(=O)(=O)N1Cc1ccccc1	26
COc1ccc2nc(NC(=O)c3ccc([N+](=O)[O-])o3)sc2c1	14
Cc1c(C2(O)CCCCC2)[nH]c2ncccc12	1
CS(=O)(=O)N(CC(=O)N1CCCCCC1)c1cccc(F)c1	-21
O=C(NC(=S)Nc1ncccn1)c1ccccc1Br	6
CN(C)CCC(=O)N1c2ccccc2Sc2ccc(C(F)(F)F)cc21	14
Cc1cccc([C@@H]2[C@@H]3C(=O)N(Cc4ccccc4)C(=O)[C@@H]3[C@]3(CC(C)C)C(=O)N(c4cccc(Cl)c4)C(=O)N23)c1	-21
OCC[C@@H]1C[C@@H](O)[C@H](O)[C@]2(OCCCc3ccccc32)O1	-39
COc1ccc(CCn2c(O)c(C3=c4ccccc4=NC3=O)sc2=S)cc1OC	-2
Cc1cc(CNC(=O)C2(C(F)(F)F)C/C(=C\Cc3ccccc3)CCCO2)nn1C (stereo unspecified)	11
O=S(=O)(NCC1CN(S(=O)(=O)c2c(F)cccc2F)C1)c1ccc2c(c1)OCCO2	-40
COc1ccc(NC(=O)c2cc(-c3ccc(C)o3)nc3ccccc23)c(OC)c1	-7
CC(=O)Oc1ccc2c3c(c(=O)oc2c1)CCCC3	-1
COc1cc(C(=O)Nn2c(CC(C)C)nc3ccccc3c2=O)cc(OC)c1OC	17
CC1=N/C(=C\c2ccc([N+](=O)[O-])cc2)C(=O)N1c1ccc(C)c(Cl)c1	-10
CCC(=O)c1cn(/C(=C\C(=O)OC(C)(C)C)CCC(OC)OC)cc1CC	-6
CS(=O)(=O)c1ccc(CNC(=O)C2(C(F)(F)F)C/C(=C/CCO)CCCO2)cc1 (stereo unspecified)	18
COc1ccc(/C=C/C(=O)c2ccc([N+](=O)[O-])o2)cc1	7
COC(=O)CN(C)C(=O)c1ccccc1OC1CCN(S(C)(=O)=O)CC1	24
COc1ccccc1NC(=O)CCN1CCN(c2ccc(Cl)cc2)CC1	-2
CCO[C@H]1c2c(ccc3ccc(=O)oc23)OC(C)(C)[C@H]1O	16
COc1ccc(C(=O)Nc2cccc(NC(=O)c3cccs3)c2)cc1	4
N#CCc1c(C#N)c(N)nc(N2CCCC2)c1C#N	-10
COc1ccc(COC(=O)C2=C(C)NC(=O)NC2c2ccccc2)cc1 (stereo unspecified)	12
COc1ccc(COC(=O)C2=C(C)NC(=O)NC2c2ccc(OC)c(OC)c2)cc1 (stereo unspecified)	-8
Cc1ccc(C)c(N2C(=O)C3C4C=CC(CC4)C3C2=O)c1 (stereo unspecified)	-3
Cc1ccc2nc(-c3cccc(-c4cccc(Cl)c4)c3)c(NCc3ccccc3)n2c1	4
Cc1cccc(Nc2ccncc2S(N)(=O)=O)c1	12
O=S(=O)(c1ccc(OC(F)(F)F)cc1)N1CCCC(N2CCOCC2)C1 (stereo unspecified)	-15

Additional results:
SMILES	Pf gametocyte
O=C(Cc1ccccc1)Nc1ccc(NC(=O)c2ccccc2)c(Cl)c1	11
CCCCCOc1ccc(/C(C)=N/NC2=NCCN2)cc1	-25
OCC[C@H]1C[C@H](O)[C@@H](O)[C@@]2(CCCc3ccccc3O2)O1	10
COCCNC(=S)N1CCC(C(=O)c2ccc(F)cc2)CC1	-9
Cc1ccc(C(=O)c2c3ccc(C(F)(F)F)cc3[n+]([O-])n2CCCN)cc1	-15
NNC(=O)c1ccc(S(=O)(=O)N2CCc3ccccc32)cc1	-8
C[C@@H]1CN([C@@H](C)CO)C(=O)c2cc(N(C)C)ccc2O[C@@H]1CN(C)Cc1ccncc1	-3
Cc1ccc(N=Nc2ccc3ccccc3c2O)cc1	23
O=C(O)c1cccc(-c2ccc(/C=N/n3cnnc3)o2)c1	-5
COc1cc(OC)cc(-c2c(-c3cccs3)c3cc(-c4cccc5[nH]ccc45)ccc3n2C)c1	-8
O=C(CCC(=O)N1CCN(c2ccccc2F)CC1)N1CCN(c2ccc(F)cc2)CC1	11
O=C(NCc1ccccc1)C1=C[C@@H](C2CCCCC2)C[C@@H](OCCCCO)O1	5
CCOc1cccc(C2CC(=O)Nc3cc(OC)c(OC)cc32)c1 (stereo unspecified)	-14
CCN1C(=O)[C@H]2[C@@H](c3ccc(-c4cccc(Cl)c4)cc3)N[C@@](CC(C)C)(C(=O)OC)[C@H]2C1=O	6
COc1cc(NC(=O)CN2C(=O)COc3ccccc32)cc(OC)c1	-13
COc1ccc(C(=O)Nc2cccc3c2CCCC3)c(OC)c1	8
CCCCC(CC)C(=O)Nc1cc(C(=O)NCc2ccc(C)cc2)ccc1N1CCC2(CC1)CC(c1cccc(Br)c1)=NO2 (stereo unspecified)	-11
Cc1ccccc1N1CCN(C2CCCN(C(=O)CCC(=O)N(C)C)C2)CC1 (stereo unspecified)	-3
CSc1c(CC(=O)NCCCO)n(Cc2ccccc2)c2ccccc12	-6
COc1ccc(Br)cc1C(=O)Nc1ccccc1N1CCCC1	-2
Cc1cccc(N(CC(=O)N2CCCCCC2)S(C)(=O)=O)c1C	-6
O=C1CC(Cc2ccc(Br)cc2)C(=O)N1c1ccccc1 (stereo unspecified)	13
CC1(C)CC(=O)C(C(O)c2cccc([N+](=O)[O-])c2)C(C)(C)N1 (stereo unspecified)	-11
CN(C)c1ccc(Nc2ccc([N+](=O)[O-])cn2)cc1	5
COc1ccc(Cl)cc1C(=O)NC(=S)Nc1nc(C)cc(C)n1	-2
COCc1cc(C)nc2sc(C(=O)Nc3ccc(OC)cc3)c(N)c12	4
CCCCC(=O)NC(c1ccc(C(C)C)cc1)c1ccc2cccnc2c1O (stereo unspecified)	-47
CSCCCN1CCCC(CO)(Cc2ccccc2F)C1 (stereo unspecified)	1
CC(C)c1ccccc1OCCCN1CCCC1	-13
CC(C)=NOc1nc(NC(=O)NS(=O)(=O)c2ccccc2Cl)nc(N(C)C)n1	12
Cc1ccc(S(=O)(=O)Nc2cccc3c2O[C@H](CN(C)Cc2ccccc2)[C@@H](C)CN([C@H](C)CO)C3=O)cc1	3
CC(=O)NC(c1cccs1)c1cc(Cl)c2ccccc2c1O (stereo unspecified)	-18
COc1cc([C@H]2OC[C@H]3[C@@H]2CO[C@@H]3c2ccc(O[C@H]3O[C@H](CO)[C@@H](O)[C@H](O)[C@H]3O)c(OC)c2)ccc1O[C@@H]1O[C@H](CO)[C@@H](O)[C@H](O)[C@H]1O	-21
Cc1nc(-c2ccc(Cl)cc2)sc1C1(C)CC(c2ccccc2Br)=NO1 (stereo unspecified)	-34
Cc1[nH]c(C)c2c(=O)n(Cc3ccccc3Cl)ncc12	1
NC(=O)CC(NC(=O)Cc1ccc(Br)cc1)c1ccc(NCCN2CCCCC2)c([N+](=O)[O-])c1 (stereo unspecified)	-11
COc1cccc(NC(=O)Nc2nc(SC(C)(C)C)ns2)c1	-19
C#CCN1N=C(c2ccc(C)cc2)CSC1=O	20
CCOc1ccc(C(C)C)cc1S(=O)(=O)N1CCN(C(=O)c2ccco2)CC1	-7
C/C(=C\C(=O)c1ccccc1)Nc1ccc(Cl)c(Br)c1	3
COc1cc(-c2nc3ccccn3c2N)ccc1O	-12
O=C(O)C1CCCC2CN3CCc4c([nH]c5ccccc45)C3C(O)C21 (stereo unspecified)	6
COc1cc(NC(=S)N2CCN(C)CC2)cc(OC)c1	-3
CCN1C(=O)CSC1=Nc1ccccc1Cl	25
CCOC(=O)c1cccc(NC(=O)c2ccc3c(c2)OCO3)c1	-34
CCOC(=O)C1(CCOc2ccccc2)CCN(Cc2ccc(C#CCCO)cc2)CC1	-27
CCOC(=O)[C@H]1[C@H]2COc3ccc(Cl)cc3[C@@H]2N2C(=O)[C@@H](CO)NC(=O)[C@@]12C	-22
Cc1ccc(C(=O)NCCCn2ccnc2)cc1C	10
COc1ccccc1C(=O)Nc1ccc(Nc2ccccc2)cc1	-12
COc1ccc(/C=N/NC(=O)c2cccc3ccccc23)c(OC)c1OC	-15
CCn1c(N2CCN(Cc3ccc([N+](=O)[O-])cc3)CC2)nc2ccccc21	-3
CCOc1ccc(C)cc1S(=O)(=O)Nc1cccnc1	19
COc1ccc(CNC(=O)NS(=O)(=O)c2ccc(C)cc2)cc1	-24
Cc1cc(-n2nc3ccccc3n2)c(O)c([N+](=O)[O-])c1	14
Cc1cc2nc(NCCCO)n(CC(=O)c3cc(C(C)(C)C)c(O)c(C(C)(C)C)c3)c2cc1C	3
COc1ccc([C@H]2CC(=O)C=C(c3cccc(Cl)c3O)C2)cc1OC	-13
CCOC(=O)C(C)(C)Oc1cccc2c1S(=O)(=O)c1ccccc1-2	-6
Cc1ccc(N(CC(=O)NCc2ccc(Cl)cc2)S(C)(=O)=O)cc1	-4
COc1ccc(S(=O)(=O)Nc2cccc3ccc(O)cc23)cc1	3
C#CCOCCOCCOCCNc1nc(N2CCN(C(=O)[C@H]([C@@H](C)CC)n3cc(CCCN=C(N)N)nn3)CC2)nc(N2CCN(C(=O)[C@H](CCCCN)n3cc(CC(C)O)nn3)CC2)n1 (stereo partly specified)	1

Further records
SMILES	Pf gametocyte
CCC(=O)NC(c1cc(Cl)c2ccccc2c1O)C(C)C (stereo unspecified)	-8
CSc1nc(NNC=O)cc(Oc2ccc(NC(C)=O)cc2)n1	4
CCCNC(=O)C1(S(=O)(=O)c2ccccc2)CC=CC1	-42
COCCN1C(=O)N[C@@H](c2ccco2)C(C(=O)OC)=C1C	5
CC(C)Cn1c(N)c(C(=O)CSc2nnnn2-c2ccc(Cl)cc2)c(=O)n(C)c1=O	-1
COC(=O)C1=C(C)N(CCCCCC(=O)O)C(=O)NC1c1ccccc1 (stereo unspecified)	-15
Cc1cc(C(=O)c2ccc3ccccc3c2)c(C)o1	-17
COc1ccc(CNC(=S)Nc2ccc(Br)cc2)cc1	-8
C[C@]12C(=O)N(c3ccc(Br)cc3)C(=O)N1[C@H]1c3ccccc3OC[C@@H]1[C@H]2c1ccccc1	8

Some of these compounds in order of molar mass, high to low.
SMILES	Pf gametocyte
C#CCOCCOCCOCCNc1nc(N2CCN(C(=O)[C@H]([C@@H](C)CC)n3cc(CCCN=C(N)N)nn3)CC2)nc(N2CCN(C(=O)[C@H](CCCCN)n3cc(CC(C)O)nn3)CC2)n1 (stereo partly specified)	1
Cc1cc2nc(NCCCO)n(CC(=O)c3cc(C(C)(C)C)c(O)c(C(C)(C)C)c3)c2cc1C	3
CC(C)Cn1c(N)c(C(=O)CSc2nnnn2-c2ccc(Cl)cc2)c(=O)n(C)c1=O	-1
Cc1ccc(N(CC(=O)NCc2ccc(Cl)cc2)S(C)(=O)=O)cc1	-4
COC(=O)C1=C(C)N(CCCCCC(=O)O)C(=O)NC1c1ccccc1 (stereo unspecified)	-15
COc1ccc(CNC(=S)Nc2ccc(Br)cc2)cc1	-8
CCOC(=O)C(C)(C)Oc1cccc2c1S(=O)(=O)c1ccccc1-2	-6
COc1ccc(CNC(=O)NS(=O)(=O)c2ccc(C)cc2)cc1	-24
CSc1nc(NNC=O)cc(Oc2ccc(NC(C)=O)cc2)n1	4
COc1ccc(S(=O)(=O)Nc2cccc3ccc(O)cc23)cc1	3
CCC(=O)NC(c1cc(Cl)c2ccccc2c1O)C(C)C (stereo unspecified)	-8
COCCN1C(=O)N[C@@H](c2ccco2)C(C(=O)OC)=C1C	5
CCCNC(=O)C1(S(=O)(=O)c2ccccc2)CC=CC1	-42
Cc1cc(-n2nc3ccccc3n2)c(O)c([N+](=O)[O-])c1	14
Cc1cc(C(=O)c2ccc3ccccc3c2)c(C)o1	-17

Assay outcomes: PubChem BioAssay, The Scripps Research Institute Molecular Screening Center
